Screens from PubChem.
GPR35 arrestin U2OS: GPR35 antagonists blocking zaprinast-driven arrestin recruitment, primary screen, imaging, U2OS, beta-arrestin-GFP, zaprinast agonist (AID 2058) | inhibition, % at 10 µM, or IC50 in µM where a hit was titrated | 0.052% of 290,000 active | G-protein coupled receptor 35 (Homo sapiens) | U2OS GPR35 beta-arrestin-GFP translocation imaging, zaprinast antagonism; higher % means a stronger effect;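 active = inhibition of at least 50% with at least 30 cells and total cytoplasm GFP at most 10,000,000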
NOD1 inhibition: NOD1 signaling inhibitors, primary screen, cell-based, luminescence, uHTS (AID 1578); one-dose inhibition, % at 4 µM; EC50 in µM for titrated hits; 1% of 290,000 active; NOD1-driven NF-kB luciferase reporter cells, luminescence; higher % means a stronger effect; in the data active = inhibition mostly above about 36%, no sharp cut-off; inactive = mostly below about 34%;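 also: HEK-293T reporter cells stimulated with the NOD1 agonist gamma-tri-DAP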
SIAH1 antagonists: Siah-1 peptide-binding antagonists, primary screen, biochemical, fluorescence polarization, rhodamine-plectin, uHTS (AID 1817); E3 ubiquitin-protein ligase SIAH1 (Homo sapiens); Siah-1 / rhodamine-plectin peptide fluorescence polarization; higher % means a stronger effect; displacement, % at 20 µM, or IC50 in µM where a hit was titrated; 0.02% of 290,000 active;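 active = displacement of at least 50% at 20 µM, with a fluorescence ratio check between 0.3 and a set limit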;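 also: plate controls were Siah plus tracer with DMSO for no effect and tracer alone without Siah for full effect; strong numbers were not always called active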
HIV fusion peptide: inhibitors of HIV fusion peptide binding, primary screen, biochemical, uHTS, fluorescence dequenching (AID 1986) | cell-free peptide binding, fluorescence dequenching, 30 min; higher % means a stronger effect | one-dose inhibition, % at 20 µM; IC50 in µM for titrated hits | 0.3% of 290,000 active; in the data active = inhibition mostly above about 52%, no sharp cut-off; inactive = mostly below about 76%; also: some results filed as inactive read as strong as hits
GPR55 antagonists: GPR55 antagonists blocking LPI-driven arrestin recruitment, primary screen, imaging, U2OS, beta-arrestin-GFP, LPI agonist (AID 2013); G-protein coupled receptor 55 (Homo sapiens); U2OS GPR55 beta-arrestin-GFP translocation imaging, LPI antagonism; higher % means a stronger effect; inhibition, % at 10 µM; hits with a dose series show IC50 in µM; 0.13% of 290,000 active;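 active = spots per cell inhibited over 60%, with over 100 cells counted and total cytoplasm intensity under 500,000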;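 also: U2OS cells stably carrying GPR55 and arrestin-GFP stimulated by 5 µM LPI near EC80; imaged beta-arrestin-GFP aggregate spots per cell after agonist stimulation; plate controls were LPI-stimulated DMSO wells for no effect and DMSO wells without LPI for full effect; some results filed as inactive read as strong as hits; confirmed hits need IC50 under 10 µM and bright autofluorescent wells are also inconclusive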
GPR55 activation: GPR55 agonists via beta-arrestin recruitment, primary screen, imaging, U2OS cells, beta-arrestin-GFP redistribution (AID 1961). G-protein coupled receptor 55 (Homo sapiens). U2OS GPR55 beta-arrestin-GFP redistribution imaging; higher % means a stronger effect. one-dose activation, % at 10 µM; EC50 in µM for titrated hits. 0.048% of 290,000 active;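 active = activation above 40% with more than 50 cells counted in the well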;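 also: U2OS osteosarcoma cells stably expressing GPR55 and beta-arrestin-GFP; plate controls were DMSO negative control for no effect and LPI positive control for full effect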
KOR beta-arrestin-1: KOR antagonists, beta-arrestin recruitment, cell-based, luminescence, uHTS (AID 1778); one-dose inhibition, % at 10 µM; IC50 in µM for titrated hits; Kappa-type opioid receptor (Homo sapiens); KOR beta-arrestin recruitment, luminescence, antagonist mode; higher % means a stronger effect; 0.091% of 290,000 active; in the data active = inhibition above about 50%; also: strong numbers were not always called active
AID2073: inhibitors of Mint1-CaV2.2 protein interaction, biochemical, HTRF (AID 2073) | Voltage-dependent N-type calcium channel subunit alpha-1B (Homo sapiens) | HTRF protein-protein interaction, Mint1-CaV2.2; higher % means a stronger effect | inhibition, % at 20 µM, or IC50 in µM where a hit was titrated | 0.19% of 290,000 active; in the data active = inhibition mostly above about 51%, no sharp cut-off; also: some results filed as inactive read as strong as hits
KOR beta-arrestin-2: KOR agonists, beta-arrestin recruitment, primary screen, cell-based, luminescence, uHTS (AID 1777); Kappa-type opioid receptor (Homo sapiens); KOR beta-arrestin recruitment, luminescence; higher % means a stronger effect; activation, % at 10 µM, or EC50 in µM where a hit was titrated; 0.02% of 280,000 active; in the data active = activation above about 50%, passing the limit was not always enough; also: a part of the inactive calls stands beside numbers as strong as those of hits
An asterisk follows results filed as active; · = not tested or not shown; [ ] = dose if it differs, or a comment.

SMILES	GPR35 arrestin U2OS	NOD1 inhibition	SIAH1 antagonists	HIV fusion peptide	GPR55 antagonists	GPR55 activation	KOR beta-arrestin-1	AID2073	KOR beta-arrestin-2
COc1ccc(NC(=O)C(C)N(c2ccc(C)cc2)S(C)(=O)=O)c(OC)c1 (configuration not stated)	-4.7%	-11.2%	-1.7%	-1.1%	16.5%	-0.2%	26.0%	2.3%	-2.9%
Oc1ccc2c(c1)oc1cc(O)ccc12	-21.7%	·	4.1%	0.2%	5.1%	0.2%	22.9%	4.6%	0.6%
COc1ccc(/C=C2\Oc3cc(OCC(N)=O)ccc3C2=O)cc1OC	-0.4%	-8.2%	1.4%	3.1%	10.9%	1.3%	-19.6%	17.0%	-1.8%
COc1ccccc1NC(=O)c1cc(Sc2nncn2C)nc2ccccc12	4.8%	-9.3%	0.2%	-1.8%	-5.8%	-0.2%	-20.1%	17.3%	·
CCOC(=O)c1cccc(NC(=O)CN(c2ccc(C)cc2)S(=O)(=O)c2c(C)n[nH]c2C)c1	-5.3%	-15.0%	-1.0%	11.8%	0.3%	-0.2%	-28.6%	4.7%	1.2%
O=C(CN1CCN(c2ccccn2)CC1)NC(=O)NC1CCCCC1	-2.6%	-0.7%	5.3%	3.7%	9.8%	0.6%	0.1%	16.6%	-3.7%
CCc1ccc(NC(=O)NCCN2CCCCC2)cc1	8.3%	-22.1%	-0.8%	0.3%	3.6%	-0.1%	-38.0%	9.6%	3.1%
Cc1ccccc1C(=O)c1cccn1CC(=O)NC(C)c1ccc2c(c1)OCCO2 (configuration not stated)	2.3%	-12.1%	0.5%	1.6%	-4.1%	-0.6%	-24.6%	4.0%	11.0%
NNC(=O)c1cccc(O)c1	-3.0%	-18.2%	-6.0%	0.4%	-6.5%	-0.2%	21.3%	19.5%	-4.0%
CNCCOCC(O)CSc1ccccc1 (configuration not stated)	3.3%	8.5%	-1.7%	-2.1%	-0.7%	-0.3%	5.8%	-5.3%	15.6%
c1cncc(-c2nc(N3CCOCC3)c3ccccc3n2)c1	0.0%	7.1%	-0.8%	-3.7%	-11.4%	-0.2%	-18.8%	8.2%	1.3%
CCCNc1nc(Nc2ccc(C)cc2)nc(N2CCCC2)n1	-2.4%	6.6%	-0.4%	-1.6%	-0.1%	0.5%	-50.7%	-2.5%	1.6%
CC(C)C1Cc2c(sc3c2c(=O)n(-c2ccccc2)c2n[nH]c(=S)n32)CO1 (configuration not stated)	-17.3%	-8.7%	-0.4%	5.8%	7.4%	0.3%	-3.0%	-46.0%	2.6%
CC1CCCCN1S(=O)(=O)c1ccc(C(=O)N2CCOCC2)cc1 (configuration not stated)	-15.4%	-13.4%	-7.7%	-1.1%	-1.0%	-0.2%	-10.9%	15.3%	-1.0%
COc1ccc2[nH]c(=O)c(C(c3nnnn3CC3CCCO3)N3CCc4ccccc4C3)cc2c1 (configuration not stated)	-11.4%	-18.8%	-2.2%	-0.3%	1.0%	-0.3%	-27.2%	2.8%	-5.1%
CCCc1nnc(SCc2ccc(OCC)cc2)n1N	-0.2%	-15.6%	-1.8%	-1.4%	-0.3%	0.5%	44.6%	-1.3%	-5.3%
COc1ccc(/C=N/NC(=O)Cn2cnc3ccccc3c2=O)cc1	-0.6%	-35.1%	3.1%	2.0%	0.1%	0.4%	-20.1%	2.8%	8.4%
O=C(NCCc1c[nH]c2ccccc12)c1ccc2[nH]c(=O)c(=O)[nH]c2c1	-10.0%	-2.7%	-6.6%	-2.1%	0.9%	0.0%	10.3%	16.0%	4.7%
CCc1sc(NC(C)=O)nc1-c1ccccc1	-16.3%	10.4%	0.1%	-2.0%	6.0%	-0.1%	-33.6%[20 µM]	-3.5%	-2.2%
NC(=O)COC(=O)c1ccc(Cl)c(S(=O)(=O)N(Cc2ccccc2)c2ccc(Cl)cc2)c1	-6.2%	17.1%	-3.8%	2.3%	9.1%	-0.2%	1.4%	13.3%	1.4%
CCC(C)C(=O)Nc1ccc(S(=O)(=O)N2CCCC2)cc1 (configuration not stated)	-2.2%	-14.8%	-4.3%	-0.6%	-9.8%	0.0%	-5.7%[20 µM]	-0.3%	-3.9%
O=C(CSc1ccc(F)cc1)NC(=O)NCc1ccccc1	-3.3%	-41.1%	5.6%	-0.9%	1.8%	0.0%	-0.4%	-6.6%	3.2%
CCS(=O)(=O)N1CCN(C(=O)CCC2CCCC2)CC1	-9.4%	-16.8%	12.4%	-1.2%	-11.2%	-0.1%	-24.6%	4.5%	2.5%
O=C(NCCOC(=O)c1cccs1)c1cccnc1	1.0%	4.7%	0.7%	-2.0%	3.8%	0.1%	14.4%	-8.3%	-0.1%
Cc1cc(NC(=O)C2C3C(=O)N(c4cccnc4)C(C(=O)NC(C)(C)C)C34C=CC2(C)O4)no1 (configuration not stated)	-5.3%	-54.6%	7.2%	0.7%	-5.2%	0.2%	-11.7%	0.8%	-3.3%

Reformatted bar-delimited: part of the list above
canonical_smiles | GPR35 arrestin U2OS | NOD1 inhibition | SIAH1 antagonists | HIV fusion peptide | GPR55 antagonists | GPR55 activation | KOR beta-arrestin-1 | AID2073 | KOR beta-arrestin-2
COc1ccc(/C=C2\Oc3cc(OCC(N)=O)ccc3C2=O)cc1OC | -0.4% | -8.2% | 1.4% | 3.1% | 10.9% | 1.3% | -19.6% | 17.0% | -1.8%
CCC(C)C(=O)Nc1ccc(S(=O)(=O)N2CCCC2)cc1 (configuration not stated) | -2.2% | -14.8% | -4.3% | -0.6% | -9.8% | 0.0% | -5.7%[20 µM] | -0.3% | -3.9%
Cc1cc(NC(=O)C2C3C(=O)N(c4cccnc4)C(C(=O)NC(C)(C)C)C34C=CC2(C)O4)no1 (configuration not stated) | -5.3% | -54.6% | 7.2% | 0.7% | -5.2% | 0.2% | -11.7% | 0.8% | -3.3%

Next compounds.
SMILES	GPR35 arrestin U2OS	NOD1 inhibition	SIAH1 antagonists	HIV fusion peptide	GPR55 antagonists	GPR55 activation	KOR beta-arrestin-1	AID2073	KOR beta-arrestin-2
Cc1ccc(Oc2nnc(-c3ccc(C)cc3)c3ccccc23)cc1	6.7%	-26.9%	8.0%	2.7%	12.4%	-0.1%	3.5%	-2.0%	-1.5%
COc1ccc(S(=O)(=O)N2CCN(C(=S)NCC3CCCO3)CC2)cc1OC (configuration not stated)	-17.3%	-22.5%	-3.0%	-0.7%	-3.6%	-0.1%	0.4%	1.7%	1.4%
S=c1[nH]nc(CSCc2ccccc2Cl)n1-c1ccccc1	3.5%	-23.2%	1.2%	-2.0%	1.0%	-0.1%	-23.8%	-11.6%	1.1%
c1ccc2c(-c3nnc(SCc4cn5ccccc5n4)o3)c[nH]c2c1	-5.7%	-20.0%	3.7%	1.4%	9.9%	0.0%	-34.0%	4.9%	-1.1%
O=C(NCc1ccccc1)N(Cc1nc2ccccc2c(=O)[nH]1)C1CCCC1	12.0%	-25.4%	4.1%	-2.0%	-11.0%	-0.2%	20.0%	14.2%	-1.4%
Cc1ccc2c(c1)N(C)/C(=C/c1cccc[n+]1CCO)S2	-0.6%	-4.5%	-0.2%	-0.4%	3.3%	-0.3%	-7.3%	-12.3%	-4.5%
COc1ccc(-c2nn3cnnc3s2)cc1OC	11.5%	-2.5%	-2.7%	-1.6%	22.1%	0.3%	24.0%	5.4%	-1.0%
CCOc1nc(-c2ccccc2Cl)nc2ccccc12	-7.5%	1.5%	14.2%	1.6%	11.6%	-0.3%	-35.2%	-10.7%	-1.9%
O=C(COc1ccc2ccccc2c1)N[C@@H](C(=O)O)c1ccc(O)cc1	12.1%	8.5%	-3.9%	0.7%	-20.4%	1.3%	0.7%	11.9%	9.7%
CCCCOc1ccc(C(=O)NC)cc1	0.7%	-11.6%	1.5%	-1.9%	4.3%	0.7%	38.5%	-2.8%	-2.3%
CN1/C(=C/C2CC(=O)N(c3ccc([N+](=O)[O-])cc3)C2=O)C(C)(C)c2ccccc21 (configuration not stated)	6.9%	-14.2%	4.2%	0.7%	3.3%	-0.1%	-1.2%	-30.7%	3.5%
CCOC(=O)c1cc2sccc2n1CC(=O)Nc1ccc(OC)cc1	0.7%	-14.8%	1.4%	-1.3%	19.0%	-0.2%	-11.2%	10.9%	-1.1%
CC(=O)C1=C(C)NC(=O)CC1c1ccc(F)cc1 (configuration not stated)	0.2%	-31.6%	2.5%	1.8%	4.4%	-0.1%	-43.7%[20 µM]	-7.4%	-6.0%
Cc1cccc(NC(=O)c2ccc(Cl)c(S(=O)(=O)N3CCCC3)c2)n1	-19.1%	-45.8%	3.9%	-0.8%	10.7%	-0.1%	14.4%	-1.9%	-2.6%
O=C(/C=C\c1cccs1)N1CCN(Cc2ccc3c(c2)OCO3)CC1	-12.2%	-12.6%	-5.4%	-2.6%	2.5%	-0.3%	-6.9%	15.7%	3.7%
CNC[C@H](CC1CCCCC1)NC[C@H](CO)NCCc1cccc(C(F)(F)F)c1	-6.8%	-25.4%	2.1%	0.7%	-13.1%	0.2%	-38.0%[20 µM]	15.0%	5.5%
O=S(=O)(NC1CCCCC1N1CCN(c2ccc(F)cc2)CC1)c1ccccc1 (configuration not stated)	0.3%	1.3%	0.0%	-0.4%	-18.2%	0.3%	-37.0%	-0.9%	3.9%
COc1ccc(O)c(C(=O)c2cc(SCC(=O)O)c3nc4sc5c(c4c(=O)n3c2)CCCC5)c1	-15.1%	-7.9%	24.7%	14.2µM*	3.1%	-1.5%	-11.7%	23.0%	·
O=C(CCN1C(=O)C2C3C=CC(C3)C2C1=O)Nc1ccccn1 (configuration not stated)	3.1%	-21.8%	0.0%	1.5%	-11.3%	0.5%	-24.4%	0.5%	4.6%
COc1ccc(NC(=O)Cn2nnc(C(=O)NCc3cccs3)c2N)c(OC)c1	-3.7%	27.4%	-7.1%	1.0%	-16.7%	-0.3%	-7.8%	10.5%	4.5%
O=C(NNS(=O)(=O)c1ccc(Cl)cc1Cl)c1cc2ncc(C(F)(F)F)cc2s1	5.2%	1.4%	1.3%	10.1%	-0.1%	0.3%	-23.3%	-0.1%	-0.9%
Nc1ncncc1-c1ccc2ccccc2c1	8.1%	·	6.1%	1.5%	-7.3%	0.4%	22.9%	3.8%	5.5%
CCNC(=O)N1CCC(n2nccc2NC(=O)CCCc2ccccc2)CC1	-4.6%	-24.9%	-2.2%	-0.5%	-0.6%	0.0%	2.7%	-3.0%	-1.9%
C/C(CC(=O)Nc1cccc(F)c1)=N\NC(=O)c1ccncc1	-5.3%	19.7%	-6.5%	-0.2%	-20.4%	0.7%	3.2%	2.9%	1.6%
Cc1cc(C)c(NC(=O)CS(=O)CC(=O)N2CCN(c3ccccc3)CC2)c(C)c1 (configuration not stated)	-5.6%	-0.6%	1.8%	-2.4%	-17.5%	-0.2%	-6.6%	9.7%	19.4%

Not all compounds are listed. The share of hits here may be higher or lower than overall.
